# Screening data deposited in PubChem by Icahn School of Medicine at Mount Sinai.
# ROC1-CUL1 inh – blocks human RBX1-Cullin-1 di-ubiquitin formation; 140,000 compounds, 0.6% hits; inhibition, % at 10 µM; in vitro K48 di-Ub FRET, acceptor:donor ratio, 45 min; P62877+Q13616; AID 1347404; in the data active = inhibition above about 25%
# Target sequence (P62877 whole entry, looked up): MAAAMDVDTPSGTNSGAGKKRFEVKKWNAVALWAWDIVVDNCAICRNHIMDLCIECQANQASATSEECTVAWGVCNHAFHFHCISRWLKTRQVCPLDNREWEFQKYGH
# Target sequence (Q13616 whole entry, looked up): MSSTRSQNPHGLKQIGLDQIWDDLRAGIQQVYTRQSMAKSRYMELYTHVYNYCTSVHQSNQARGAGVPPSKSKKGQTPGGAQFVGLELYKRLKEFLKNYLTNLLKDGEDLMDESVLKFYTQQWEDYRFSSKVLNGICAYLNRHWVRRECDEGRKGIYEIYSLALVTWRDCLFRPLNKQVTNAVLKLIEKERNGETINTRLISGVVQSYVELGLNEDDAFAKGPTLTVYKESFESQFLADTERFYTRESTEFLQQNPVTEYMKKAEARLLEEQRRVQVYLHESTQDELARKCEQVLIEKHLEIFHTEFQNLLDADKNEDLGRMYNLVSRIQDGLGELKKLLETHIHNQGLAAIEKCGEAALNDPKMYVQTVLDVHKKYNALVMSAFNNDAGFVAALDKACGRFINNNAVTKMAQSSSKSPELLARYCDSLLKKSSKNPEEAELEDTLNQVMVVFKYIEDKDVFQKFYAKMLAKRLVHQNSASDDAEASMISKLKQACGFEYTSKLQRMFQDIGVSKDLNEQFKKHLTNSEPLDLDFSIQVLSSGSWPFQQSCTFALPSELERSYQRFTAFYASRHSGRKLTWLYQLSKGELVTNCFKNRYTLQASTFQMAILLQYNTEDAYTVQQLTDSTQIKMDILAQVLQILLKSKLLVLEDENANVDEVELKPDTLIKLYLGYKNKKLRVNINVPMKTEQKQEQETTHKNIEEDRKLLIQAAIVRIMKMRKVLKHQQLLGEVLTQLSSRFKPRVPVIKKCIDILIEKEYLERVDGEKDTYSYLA
# The depositor's hits bear a star; & = joins results of further samples. Only part of the results is shown; rates above refer to the full screens.
ROC1-CUL1 inh	smiles
5	C/C(=N\NC(=O)CCn1nnc2ccccc21)c1cccs1
6	O=S(=O)(Nc1ccc(Cl)cn1)c1ccc(OC(F)(F)F)cc1
12	Nc1c(C(=O)Nc2nc(-c3ccccc3)cs2)sc2nc(-c3cccs3)cc(C(F)(F)F)c12
4	CCSc1s[nH]c(=O)c1C(=O)O
-1	Cc1nnc(SC(=O)c2ccccc2Cl)s1
16	C=CCc1cc(/C=C2\SC(=O)NC2=O)cc(OCC)c1OCc1ccccc1
-3	COc1ccc(NC(=O)c2ccco2)cc1NC(=O)c1cccc(C)c1OC
-2	O=C1CCc2cc(S(=O)(=O)NC(C(=O)Nc3ccc(F)cc3)c3ccccc3)ccc2N1 (stereo not given)
6	COc1ccccc1C1(CC(=O)N2CCCC(c3ccccc3C)C2)CC(=O)N(C)C1=O (stereo not given)
-12	Cn1c(=O)cc(SCC(=O)NCc2ccc(F)cc2)c2ccc(Cl)cc21
-4	O=C(NC1CC(=O)N(c2cccc(F)c2)C1)c1ccc(S(=O)(=O)N2CCCC2)cc1 (stereo not given)
-2	Cc1ccc(NC(=O)CCC(=O)N2Cc3ccccc3Oc3ncccc32)cc1Cl
5	COc1ccc(N2CCN(C(CNC(=O)C(=O)NCCCN(C)C)c3cccnc3)CC2)cc1 (stereo not given)
10	Cc1ccccc1NC(=O)C1CC(=O)OC1(C)C (stereo not given)
-12	Cc1ccc(-c2csc(NC(=O)c3ccc(S(=O)(=O)N4CCOCC4)cc3)n2)cc1
-10	C=CCn1c(SCc2c(F)cccc2Cl)nnc1-c1ccncc1
0	CC1=C(C#N)C(=O)N(CC(C)C)C(=O)/C1=C/c1ccc(-c2ccc(Cl)cc2)o1
1	CCOC(=O)c1c(-c2ccccc2)oc2ccc(NS(=O)(=O)c3ccc(C)cc3)cc12
3	O=C(C[n+]1cc([O-])on1)N1CCCC(CCc2cccc(F)c2)C1 (stereo not given)
9	Cc1cccc2nc(Cn3c(=O)n(-c4ccc(Cl)cc4)c(=O)c4c5c(sc43)CCC5)cc(=O)n12
-3	CCN(CC)C(=O)c1sc(NC(=O)C2CCCO2)c(C(=O)OC)c1C (stereo not given)
4	Cn1c(=O)c2c(-c3ccc(Br)cc3)n(CCc3ccccc3)cc2n(C)c1=O
-6	CC(=O)Nc1nonc1-c1nnc(SCc2ccc(F)cc2)n1C
3	O=C(CSC1CC(=O)N(c2ccccc2)C1=O)Nc1ccc(Cl)cc1 (stereo not given)
-2	CN1C(=O)C2(NC(=O)c3ccccc3O2)c2ccccc21 (stereo not given)
5	COC(=O)c1ccc(CSc2nc(N)c3c4c(sc3n2)CCCC4)cc1
-7	CCOC(=O)C1(CCOC)CCCN(CCCn2cccn2)C1 (stereo not given)
1	CCOC(=O)C1C(C)=NC2=C(C(=O)CC(C)(C)C2)C1c1ccc(N(CC)CC)cc1 (stereo not given)
1	C#CCOc1ccc(C(=O)N2C(C)CCCC2C)cc1 (stereo not given)
-2	Cc1oc2c(c1C(=O)Nc1ccc(Cl)cc1F)C1=NCCN1C=N2

# More compounds follow.
ROC1-CUL1 inh	smiles
-8	O=C(c1ccco1)N1CC[C@@H](N2CCN(c3ccccc3F)CC2)[C@H](O)C1
8	COc1ccc(N2CCN(C(=O)COc3ccccc3C(C)C)CC2)cc1
9	CCOC(=O)C1(C/C=C/c2ccccc2)CCCN(C(=O)CN2CCCC2=O)C1 (stereo not given)
-1	CCCn1c(C)c(CC(=O)NC2CCC(O)CC2)c2c1CC(C)(C)CC2=O (stereo not given)
6	c1ccc2oc(C3CCCN(Cc4cn[nH]c4-c4ccc5c(c4)OCO5)C3)nc2c1 (stereo not given)
-4	CCn1c(=O)c2cc(C(=O)NCCCN3CCN(C)CC3)sc2c2ccccc21
0	CCCOc1ccc(C(=O)Nc2cc3nn(-c4ccc(CC)cc4)nc3cc2C)cc1
6	O=C1c2ccccc2C(=O)C1(c1ccccc1)N1CCN(c2cccc(Cl)c2)CC1
-6	Cc1oc2ncn(CC(C)C)c(=O)c2c1C(=O)NCCc1ccc(Cl)cc1
3	CCOC(=O)N1CCN(S(=O)(=O)c2ccccc2)CC1
-8	O=C(COc1ccc(Br)cc1)NC(=S)Nc1ccc2c3c(cccc13)CC2
1	CCC1C(N2CCC(C(=O)NCc3ccc(C)cc3)CC2)NS(=O)(=O)C1c1ccc(C)cc1 (stereo not given)
0	O=C(O)CCSc1ccccc1
3	COc1ccc2sc(N(Cc3cccnc3)C(=O)C3CCCCC3)nc2c1
-6	Cc1nc2ccccc2n1/N=C/c1ccc([N+](=O)[O-])o1
3	CC(C)C1NCCc2c1sc1ccccc21 (stereo not given)
13	CCCc1cc2c(=O)c(-c3ccc4c(c3)OCCO4)c(C)oc2cc1OC(=O)N1CCOCC1
-4	CCCCOC(=O)Nc1ccccc1C(=O)O
-4	C[C@@H]1CN(C(=O)CC2(c3ccccc3Cl)CC(=O)N(C3CCCC3)C2=O)C[C@H](C)O1 (stereo not given in full)
12	CNc1nc(Nc2ccc(OC(F)(F)Cl)cc2)nc(N2CCN(C34CC5CC(CC(C5)C3)C4)CC2)n1
-1	C=CCn1c(SCC(C)=O)nnc1-c1oc2nc(-c3ccc(Cl)cc3)cc(-c3ccccc3)c2c1N
8	CCN(CC)C(=O)c1cccc(NS(C)(=O)=O)c1
8	COc1ccccc1CNC(=O)c1c(OC)cc(=O)n2c1CCN(Cc1ccccc1F)CC2
-12	Cc1ncc(CO)c2c1Oc1nc(-c3ccc(F)cc3)nc(SCC(=O)N3CCCCC3)c1C2
-6	C=CCc1cc(/C=C2/SC(=O)N(CC(=O)OC)C2=O)cc(OC)c1OCc1ccccc1
1	CCCNc1nc(Nc2ccc(OC(F)(F)F)cc2)nc(N2CCN(C34CC5CC(CC(C5)C3)C4)CC2)n1
0	CCOC(=O)c1ccc(NC(=O)C(CC)Sc2nc3ccncc3[nH]2)cc1 (stereo not given)
-6	OCCOCCNCC1(c2ccc(F)cc2)CCOC1 (stereo not given)
0	COc1ccccc1CNC(=O)Cc1csc2nc(-c3ccccc3)cn12
0	CC(C)c1ccc(NC(=O)C2CN(S(=O)(=O)c3ccccc3)CCN2S(=O)(=O)c2ccccc2)cc1 (stereo not given)

# Later entries
ROC1-CUL1 inh	smiles
0	COc1ccccc1CCNC(=O)Cc1c(C)c2cc3c(C)coc3cc2oc1=O
12&2	COc1cc(OC)cc(C(=O)Nc2ccc3oc(-c4ccccc4C)nc3c2)c1
2	CC(=O)c1cccc(N2C(=O)C3CC=C(Cl)CC3C2=O)c1 (stereo not given)
3	O=C(NCc1cccc(Cl)c1)c1ccc(NC(=O)N2CC3CCCN3c3ccccc32)cc1 (stereo not given)
2	COc1ccc(-c2cc(=O)[nH]c(N3CCN(C)CC3)n2)cc1OC
-2	COc1ccccc1N1CCN(C(=O)c2c(C)oc3ncn(CC(C)C)c(=O)c23)CC1
-6	O=C1CCCN1CC(=O)N1CCCC(CCc2ccc(F)c(F)c2)C1 (stereo not given)
5	COc1ccc(N(CC(=O)NCc2ccc(F)cc2)S(=O)(=O)c2c(C)n[nH]c2C)cc1
2	CCOC(=O)N1CCc2c(sc3c2c(=O)n(-c2ccc(Cl)cc2)c(=O)n3Cc2cccc(OC)c2)C1
-12	N#CC1=C(C(F)(F)F)CC(C23CC4CC(CC(C4)C2)C3)=NC1=S
-10	CCOCCCNC(=O)C(c1ccc(C)cc1)N(Cc1cccs1)C(=O)c1ccc(NC(C)=O)cc1 (stereo not given)
-7	CCC(Sc1nc2cc(OC)c(OC)cc2c2nc(-c3ccccc3)nn12)C(=O)Nc1cccc(C)c1 (stereo not given)
6	CN(Cc1ccccc1)Cc1cc(C(C)(C)C)c(O)c(C(C)(C)C)c1
-5	Cc1cc(C)n(-c2nn3c(=O)c4c5c(sc4nc3c3ccccc23)CC(C)CC5)n1 (stereo not given)
7	Cc1cccc(C)c1NC1=NC(=S)N(c2ccc(C(=O)O)cc2)C12CCCCC2
7	CCOC(=O)c1sc(C)c(C(=O)NCCCN2CCOCC2)c1N
-8	O=C(COc1ccc(F)cc1)OCc1cc(=O)n2nc(-c3cccs3)sc2n1
-11	COc1ccc(C(=O)[C@H]2[C@H](c3ccc(Cl)cc3)C(C#N)(C#N)[C@@H]3c4ccccc4C=CN32)cc1OC
-8	CCOc1ccc(C(=O)NCC(c2ccco2)S(=O)(=O)c2ccc(C)cc2)cc1 (stereo not given)
0	COc1ccccc1-n1cc(-c2ccc(C)cc2)nc1S(=O)(=O)CC(=O)Nc1ccccc1C(F)(F)F
1	COc1ccc2cc3c(N)c(C(=O)Nc4c(C)cccc4C)sc3nc2c1
-5	O=C(Cc1nnc(NC(=O)c2ccc(Br)cc2)s1)NNC(=O)c1ccc(Br)cc1
3	CC1(C)Cc2c(sc3nc(SCC(N)=O)n(Cc4ccccc4)c(=O)c23)CO1
-8	COc1cccc(C(=O)N2CCN(Cc3ccccc3Cl)CC2)c1
53*	COc1cc(Cl)c(C)cc1NC(=O)CSc1ncc(S(=O)(=O)c2ccc(C(C)(C)C)cc2)c(=O)[nH]1
7	COc1ccc(N2CC(NC(=O)c3ccc(Br)o3)CC2=O)cc1 (stereo not given)
14	CCOc1cc2c(cc1OCC)C1(C)N(CC2)C(C(=O)OC)=NN1c1ccc(Cl)cc1 (stereo not given)
-2	CC(=O)c1cc(CC(=O)N2CCC(N3CCC(C(=O)NC4CC4)CC3)CC2)cs1
3	Cc1nnc(SCCOc2ccccc2Cl)n1-c1ccc(F)cc1
9	O=C(CC(C(=O)O)c1ccccc1Cl)Nc1ccccc1C(=O)O (stereo not given)

# The list goes on:
ROC1-CUL1 inh	smiles
17	O[C@H]1CCN(c2ccc(-c3nc(Cc4ccccc4)no3)cn2)C1
7	CCc1[nH]c2ccc(CNCc3cn[nH]c3-c3ccccc3)cc2c1C
9	O=c1c(Cl)c(N2CCN(CCO)CC2)cnn1-c1cccc(Cl)c1
2	CCC(=O)Nc1ccc(C(=O)/C=C/c2ccc(N(C)C)cc2)cc1
-2	CCOc1cc(C2NC(=O)c3c(sc4c3CCN(C)C4)N2)ccc1OC(=O)c1ccccc1Cl (stereo not given)
-7	Cc1ccc2c(c1)C(c1ccc(F)cc1)N(C(=O)C(C)C)CC(=O)N2 (stereo not given)
0	Cc1ccc(CNC(=O)C2CCN(c3nc4ccc(C)cc4[nH]3)CC2)cc1
2	Nc1nc2cccnc2cc1Br
-6	Cc1cccc(N2CCN(C(=O)c3ccc4c(c3)N(Cc3cccc(Cl)c3)C(=O)c3ccccc3S4(=O)=O)CC2)c1C
-3	COc1cccc(OCc2nc3ccccc3n2Cc2ccccc2C)c1
3	Cc1ccccc1CNC(=O)c1ccc(CN2CCCC2)cc1
-6	CC1CCCN(S(=O)(=O)c2cc(Cl)ccc2Cl)C1 (stereo not given)
-2	Cc1cc(C)n(-c2ccc(C(=O)Nc3cccnc3)cc2)n1
0	Cn1nc(C(=O)N2CCN(c3ccc(F)cc3)CC2)c2c1-c1ccccc1SC2
-2	C=CCOc1ccc(CNn2c(C)n[nH]c2=S)cc1OC
9	N=C1/C(=C/c2ccc3c(c2)OCO3)C(=O)N=C2SC=C(c3ccccc3)N12
-9	CC(=O)Nc1cc([N+](=O)[O-])c(C)cc1C
-2	CCCS(=O)(=O)N1CC(=O)N(c2ccccc2F)C(C)(C(=O)NC2CCCCCC2)C1 (stereo not given)
1	CCOC(=O)c1c(C)oc2nc(C)nc(NCC3CCN(Cc4ccc(C)cc4)CC3)c12
10	Cc1ccc(N2C(=O)CC(N3CCOCC3)C2=O)cc1C (stereo not given)
-1	CN(CC(=O)Nc1ccc(Cl)cc1)C1CCCCC1
-7	CCC(=O)N1CCc2cc(S(=O)(=O)CCC(=O)N3CCN(c4ccccc4Cl)CC3)ccc21
-7	Cn1cc(CN(C(=O)Nc2ccccc2)C2CCCCC2)c2ccccc21
4	CCc1ccc(-n2nc(C)c3c(C(=O)Nc4cc(C)c(Cl)cc4OC)cc(C)nc32)cc1
0	COc1cc(OC)nc(Oc2cccc(Cl)c2C)n1
5	CCOC(=O)c1cnc2c(C)cc(C)cc2c1NCc1cccnc1
1	COC(=O)C1CCN(CC(O)COc2cccc(CN3CCSCC3)c2)CC1 (stereo not given)
-1	COC(=O)c1c(NC(=O)CSc2nnc(-c3nn(C)cc3Cl)n2-c2ccc(C)cc2)sc2c1CCCC2
